Bioassay records from PubChem.
RBBP9 inh: inhibitors of human serine hydrolase RBBP9. O75884. recombinant RBBP9, FP-Rh probe fluorescence polarization. inhibition, % at 7.94 µM. hit rate 0.2% among 220,000. AID 1515;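 active = inhibition above the campaign mean of all tested compounds plus 3 SD, cut at about 14% in these data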;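 also: plate controls were DMSO wells with RBBP9 for no effect and wells lacking RBBP9 protein for full effect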
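Test system: recombinant human RBBP9. Quantity: 2.5 µM RBBP9 dispensing solution, before mixing. Detection: FP readout at 525/598 nm. Reagent: Serine-hydrolase probe FP-Rh, 375 nM pre-mixing. Measure: % inhibition. Control set: DMSO-treated enzyme wells and wells lacking RBBP9. Buffer or medium: Tris-NaCl-Pluronic buffer, pH 8.0. Times: preincubation 30 min plus labeling 45 min at 25 °C.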
PERK inhibitor: inhibitors of human PERK kinase. Q9NZJ5. CHO PERK-DD fusion, SEAP luminescence translation reporter. inhibition, % at 5.6 µM. hit rate 0.17% among 220,000. AID 1416;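 active = inhibition above the mean inhibition of all tested compounds plus 3 SD, set separately per screening campaign, cut at about 2.9% in these data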;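 also: PERK kinase domain activated by AP20187 dimerizer at 100 nM; 0% = DMSO with dimerizer and 100% = rapamycin at 8.4 µM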
Target sequence (Q9NZJ5 whole entry, looked up, the tested form may be a part): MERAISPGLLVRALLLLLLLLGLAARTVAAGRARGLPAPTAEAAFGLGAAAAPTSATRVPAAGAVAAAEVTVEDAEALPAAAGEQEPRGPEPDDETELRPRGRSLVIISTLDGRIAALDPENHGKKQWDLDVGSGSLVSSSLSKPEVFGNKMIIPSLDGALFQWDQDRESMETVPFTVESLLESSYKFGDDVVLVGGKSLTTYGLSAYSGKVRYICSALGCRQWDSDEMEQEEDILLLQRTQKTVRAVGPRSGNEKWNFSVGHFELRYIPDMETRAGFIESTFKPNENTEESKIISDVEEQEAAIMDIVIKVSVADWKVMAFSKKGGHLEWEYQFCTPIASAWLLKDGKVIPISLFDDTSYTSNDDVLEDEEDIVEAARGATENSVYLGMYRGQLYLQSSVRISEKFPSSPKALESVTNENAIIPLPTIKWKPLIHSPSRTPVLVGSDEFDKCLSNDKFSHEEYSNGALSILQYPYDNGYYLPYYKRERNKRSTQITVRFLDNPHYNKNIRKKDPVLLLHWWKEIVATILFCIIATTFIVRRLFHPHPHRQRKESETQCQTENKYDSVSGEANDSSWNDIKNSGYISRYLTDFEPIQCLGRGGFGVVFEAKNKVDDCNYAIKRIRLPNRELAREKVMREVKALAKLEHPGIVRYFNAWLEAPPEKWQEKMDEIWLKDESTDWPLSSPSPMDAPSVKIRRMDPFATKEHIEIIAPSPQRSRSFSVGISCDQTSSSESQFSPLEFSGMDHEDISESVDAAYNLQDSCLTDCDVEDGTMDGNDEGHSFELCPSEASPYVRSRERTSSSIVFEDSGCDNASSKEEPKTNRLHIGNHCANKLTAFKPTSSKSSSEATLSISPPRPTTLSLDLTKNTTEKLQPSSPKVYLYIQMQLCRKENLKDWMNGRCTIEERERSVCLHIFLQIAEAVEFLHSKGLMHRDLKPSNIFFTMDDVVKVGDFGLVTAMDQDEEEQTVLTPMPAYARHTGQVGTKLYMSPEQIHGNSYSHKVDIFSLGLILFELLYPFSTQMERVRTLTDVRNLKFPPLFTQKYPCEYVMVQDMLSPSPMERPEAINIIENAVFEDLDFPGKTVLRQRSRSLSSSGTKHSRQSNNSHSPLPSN
TNF death inh: inhibitors of TNF-alpha induced necroptosis in Jurkat FADD-/- cells. hit rate 0.068% among 220,000. Jurkat FADD-/- TNF necroptosis rescue, ATP luminescence, 24 h; 0 = TNF only, 100 = no-TNF cells. activation (protection from cell death), % at 10 µM;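 active = activation, meaning protection from cell death, of at least 50% relative to plate controls; inactive = activation below 50%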;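 also: necroptosis triggered by 40 ng/mL TNF-alpha added together with compound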
EP2 antag: blocks the human prostaglandin E2 receptor EP2; AID 1422; P43116; C6 glioma cells expressing human EP2, cAMP TR-FRET; cells stimulated with saturating PGE2; inhibition, % at 25 µM; hit rate 0.52% among 260,000;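 active = percent inhibition above 40 after rounding to a whole number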;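 also: rat C6 glioma host cells with rolipram phosphodiesterase inhibitor present; the protocol text gives 20 µM as final concentration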
Runt-CBFb FRET: blocks binding of human RUNX1 Runt domain to CBFb; inhibition, % at 20 µM; Q01196+Q13951; Cerulean-Runt/Venus-CBFb FRET ratio 530/480, 1 h; hit rate 0.46% among 220,000; AID 1496;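 active = inhibition over about 50% at 20 µM in the single-dose screen, limit read from the data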;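 also: 0% = DMSO wells and 100% = excess unlabeled CBFb competitor control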
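Measured by: fluorescence energy transfer, 422 nm excitation, 530/480 nm emission; Assay system: Cerulean-Runt domain; Medium: Tris pH 7.5 buffer with BSA; Measure: loss of energy transfer signal; Controls: 5 µM unlabeled CBFb as full-inhibition high control; Incubation: protein complex preformed 1 h, compound exposure 1 h, room temperature, dark.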
Hck-Nef inh: human Hck-Nef kinase inhibition; Recombinant Hck-YEEI plus Nef, Z-Lyte FRET kinase assay; inhibition, % at 20 µM; hit rate 0.68% among 220,000; AID 463187;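 active = Hck-Nef kinase inhibition above about 50%, limit read from the data; inactive = inhibition below that limit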;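 also: 0% = DMSO with Hck plus Nef and 100% = Hck alone without Nef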
L929 necroptosis: blocks zVAD induced death of L929 cells. L929 zVAD necroptosis rescue, ATP luminescence, 24 h; with zVAD 60 µM. viability rescue, % at 10 µM. hit rate 0.38% among 220,000;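 active = activation, scaled between plate controls, above about 75%, limit read from the data; inactive = activation under that limit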;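 also: 0% = zVAD with DMSO and 100% = DMSO alone without zVAD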
EP2 modulator: modulates human prostaglandin E2 receptor EP2 signaling; EP2-expressing cells, cAMP HTRF FRET, PGE2 co-stimulation; induction, % at 25 µM; hit rate 0.83% among 260,000;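 active = compounds whose cAMP rise, as percent of the full-agonist control response, exceeds 60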;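 also: rat C6 glioma line stably carrying human EP2 under a CMV promoter; the protocol text gives 20 µM as final concentration; 100% = response of wells given 1 µM PGE2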
Runt-SMMHC FRET: blocks binding of human RUNX1 Runt domain to CBFb-SMMHC; hit rate 0.74% among 220,000; inhibition, % at 20 µM; Cerulean-Runt/Venus-CBFb-SMMHC FRET ratio 530/480, 1 h; AID 1434;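 active = mean inhibition across duplicate retests at 20 µM reaching about 50%, limit read from the data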;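 also: 0% = DMSO wells and 100% = wells with excess untagged CBFb-SMMHC; inhibitors lower the FRET ratio by blocking Runt binding to CBFb-SMMHC; some results filed as inactive read as strong as hits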
Active calls of the source: *; / = not tested or not shown; & = joins results of further samples. An excerpt; the hit share may differ from the screen's.

item	Compound	TNF death inh	Runt-CBFb FRET	PERK inhibitor	L929 necroptosis	EP2 antag	Hck-Nef inh	RBBP9 inh	Runt-SMMHC FRET	EP2 modulator
1	COC(=O)c1ccc2nc(NC(=O)CSCC(=O)OCC(=O)c3ccccc3)sc2c1	5.1	0	0.2	0.4	12	4	-7	1	-7
2	COCCn1cnc2c(c1=O)c1nc3ccccc3nc1n2/N=C/c1ccc(OC)c(OC)c1	-26	2	-1.6	13	14	6	2	-1	6
3	COc1ccc(/C=N/NC(=O)C2C3CCCCC32)cc1OC (stereo not drawn)	6.4	-2	1.4	6.5	7	-5	2	0	-45
4	CCCC1(C(=O)OCC)NC(c2ccco2)C2C(=O)N(C)C(=O)C21 (stereo not drawn)	1.1	0	0.3	1.2	-1	-1	-9	4	16
5	O=C1CC(c2ccc3c(c2)OCO3)c2cc3c(cc2N1)OCO3 (stereo not drawn)	-0.3	0	-1.4	0.8	4	-1	0	-1	15
6	O=S(=O)(c1ccc(C2CCCCC2)cc1)N1CCCC1	-2.0	-6	0.2	0.2	7	-3	-3	0	2
7	Cn1ccnc1C(O)c1ccccc1 (stereo not drawn)	0.8	2	-0.1	2.2	7	-5	-9	1	-14
8	COc1cc(/C=N/NC(=Nc2ccc(C)cc2)c2nc3ccccc3s2)ccc1O	-0.7	-5	-0.9	0.0	9	6	-10	-4	-12
9	O=C(c1ccc(N2CCN(C3CC(=O)N(Cc4cccs4)C3=O)CC2)cc1)c1cccnc1 (stereo not drawn)	-1.8	2	1.0	-0.1	8	5	2	0	-44
10	Cn1c(/C(C#N)=C2/CCCCCN2)nc2ccccc21	1.6	1	-1.1	-0.5	6	-5	-9	5	13
11	O=C(Nc1cccc2ccccc12)/C(Cl)=C/c1ccccc1	-1.1	0	0.1	0.1	9	0	-5	-2	11
12	O=C(NCC(c1ccco1)N1CCN(c2ccccc2)CC1)c1ccc2c(c1)OCO2 (stereo not drawn)	-0.4	-2	0.3	-0.8	7	12	-5	1	-81
13	OCCNCCCCOc1ccccc1F	-0.4	1	0.4	-0.1	2	1	2	4	4
14	Cc1ccc(C(C(=O)NCC2CCCO2)N(Cc2ccccc2)C(=O)c2ccc(-c3ccccc3)[nH]2)o1 (stereo not drawn)	-2.2	-7	-0.3	0.2	6	6	-6	-6	33
15	O=C(CSc1nc(O)cc(=O)n1-c1ccccc1)Nc1ccc(Br)cn1	0.8	1	1.3	2.2	10	3	7	2	10

Entries of single compounds as entered above:
Shown for COc1ccc(/C=N/NC(=O)C2C3CCCCC32)cc1OC (stereo not drawn) = TNF death inh: 6.4; Runt-CBFb FRET: -2; PERK inhibitor: 1.4; L929 necroptosis: 6.5; EP2 antag: 7; Hck-Nef inh: -5; RBBP9 inh: 2; Runt-SMMHC FRET: 0; EP2 modulator: -45
Shown for Cc1ccc(C(C(=O)NCC2CCCO2)N(Cc2ccccc2)C(=O)c2ccc(-c3ccccc3)[nH]2)o1 (stereo not drawn) = TNF death inh: -2.2; Runt-CBFb FRET: -7; PERK inhibitor: -0.3; L929 necroptosis: 0.2; EP2 antag: 6; Hck-Nef inh: 6; RBBP9 inh: -6; Runt-SMMHC FRET: -6; EP2 modulator: 33

(more compounds)
item	Compound	TNF death inh	Runt-CBFb FRET	PERK inhibitor	L929 necroptosis	EP2 antag	Hck-Nef inh	RBBP9 inh	Runt-SMMHC FRET	EP2 modulator
16	O=C(O)c1[nH]nc2c1COc1ccccc1-2	-0.6	2	0.2	0.3	10	-1	4	1	26
17	Cn1c(=O)c2c(nc(NCCc3ccccc3)n2CC(=O)NCCc2ccccc2)n(C)c1=O	-1.1	-2	0.3	-0.1	10	3	-19	0	-8
18	COCCn1c(=NC(=O)CSCC(=O)NC2CCCCC2)sc2cc(OC)ccc21	-0.9	0	-1.1	0.4	5	2	-5	5	27
19	COc1cccc(-c2nnc(SCC(=O)Nc3ccc(OC)c(OC)c3)n2N)c1	-2.1	2	0.7	0.7	4	-1	-8	0	-2
20	Cc1cc(C)n2nc(C(=O)N3CCCC(CNS(=O)(=O)c4cccs4)C3)cc2n1 (stereo not drawn)	0.7	-1	-0.6	8.5	3	9	-5	3	27
21	NC(=O)CCC1NC(=S)N(Cc2ccccc2)C1=O (stereo not drawn)	-0.6	1	0.5	0.8	12	23	-6	4	14
22	O=C(NCC1(c2ccccc2)CCCC1)c1cccc(Br)c1	-5.9	/	-0.8	0.6	7	1	-9	0	27
23	COc1ccc(-c2noc(CCC(=O)Nc3nc4ccccc4s3)n2)cc1	2.6	2	0.8	0.6	11	1	3	2	-6
24	Cc1ccccc1CN1C(=O)CSc2ccc(C(=O)N3CCOCC3)cc21	1.9	0	0.3	-0.5	9	-11	-1	-1	10
25	CCCOc1ccc2ccccc2c1/C=N/n1cnnc1	-1.2	1	-0.2	-0.1	6	6	-3	5	-20
26	CC(=O)N/C(=C\c1ccccc1)C(=O)Nc1ccc(O)cc1	-0.1	/	1.2	-1.2	3	19	6	/	-8
27	Nc1nonc1-c1noc(-c2ccccc2Br)n1	-3.1	1	1.5	-0.5	10	6	-4	2	-60
28	CN(C)CC(=O)Nc1ccc2cn[nH]c2c1	1.0	1	-0.1	1.0	6	3	-6	-2	0
29	COc1ccc(NC(=O)Nc2ccccc2F)c([N+](=O)[O-])c1	-0.9	2	-0.6	2.3	12	0	2	1	-41
30	O=C(NNC(=S)Nc1ccccc1)c1ccc(O)cc1	-1.3	2	1.2	0.6	4	13	-11	2	15
31	O=c1[nH]ncc(N/N=C\c2cccs2)c1Cl	-2.7	-1	0.8	61	2	59*	-7	1	-15
32	Nc1cc(S(=O)(=O)c2ccc(O)c(N)c2)ccc1O	-2.4	5	-0.6	-0.6	6	23	0	2	23
33	COC(OC)c1ccnc(-c2ccc(OC(=O)c3ccccc3)cc2)n1	-0.1	-3	0.3	1.8	7	58*	-2	-3	25
34	COc1ccc(C(=O)NC(=S)Nc2cccc3nc(C)ccc23)cc1OC	-4.7	10	-2.1	-0.1	11	18	-5	-1	-13
35	CCOc1ccc2[nH]c(=O)c(CN(CCc3ccccc3)C(=O)c3cnccn3)cc2c1	0.5	-2	-1.9	4.5	20	0	0	-2	-5
36	O=C(CN1CCC2(CC1)OCCO2)c1c[nH]c2ccccc12	1.1	1	-0.5	-0.4	15	-1	1	3	-5
37	Cc1ccc(C)n1-c1ccc(C(=O)NCc2ccncc2)cc1	-1.5	2	1.2	-0.4	10	-3	-8	-1	-18
38	Nc1c(C(=O)c2ccccc2)sc(Nc2ccccc2)c1S(=O)(=O)c1ccccc1	2.4	0	-0.4	0.9	5	7	-4	-1	35
39	O=C1[C@@H]2C(c3ccccc3Cl)=NO[C@@H]2C(=O)N1Cc1ccccc1	-1.1	-1	0.3	0.0	14	-1	-4	3	13
40	COc1ccc(/C=C2\Oc3cc(OC(=O)N4CCOCC4)ccc3C2=O)cc1	-1.7	-18	1.2	0.8	18	-4	-7	-1	-32
41	CCCCn1c(SCC(=O)N2CCC(C)CC2)nc2ccsc2c1=O	0.4	-2	-0.4	0.1	5	-1	0	-6	-11
42	COC(=O)CC(NS(=O)(=O)c1cccs1)c1ccccc1Cl (stereo not drawn)	-3.6	0	0.1	-0.1	4	0	-2	3	15
43	COc1ccc(-c2ccc(CCC(=O)O)n2-c2ccccc2O)cc1	-1.0	5	1.1	0.5	7	-10	1	0	17
44	O=C1Nc2cc(S(=O)(=O)N3CCCC3)ccc2N2CCCC12 (stereo not drawn)	-1.1	-1	-1.4	-0.2	8	-2	-7	-1	-8
45	Cc1cc(NS(=O)(=O)c2ccc(NC(=O)CCCC(=O)O)cc2)nc(C)n1	-1.0	-2	0.1	0.7	8	0	-10	0	31
46	NS(=O)(=O)c1ccc(-c2ccc(/C=C3\SC(=S)N(C4CCS(=O)(=O)C4)C3=O)o2)cc1 (stereo not drawn)	-11	-3	1.0	0.1	7	48	0	-78	-31
47	COc1cc(-c2nc3cnccn3c2Nc2ccc(C(C)C)cc2)ccc1O	-2.7	2	-1.1	0.2	17	-2	0	11	-21
48	O=C(NC(=S)NCc1ccccc1)c1cccnc1	0.0	-1	1.1	-0.7	4&25	19	-3	-2	-37&-36
49	N#Cc1nc(-c2cccc3ccccc23)oc1NCCN1CCCCC1	-1.3	2	-1.3	5.5	8	10	-5	4	-60
50	COc1ccccc1C1=NC(c2ccc(C)cc2)N=C1C (stereo not drawn)	0.4	-2	1.0	0.8	1	25	-4	0	54
51	CCN1/C(=C/C=C/c2oc3ccc4ccccc4c3[n+]2CC)Oc2ccc3ccccc3c21	-17	9	-0.6	-2.4	5	-15	-26	12	-22
52	COc1ccc(NC(=O)Cn2nc(C(F)(F)F)c3c2CCCC3)c(OC)c1	-1.0	-2	-1.1	-0.1	9	1	1	-3	-2
53	O=C(NC1CCCC1)c1c[nH]c2ccc(F)cc2c1=O	-0.9	-1	0.1	0.0	14	2	-9	0	-22
54	Cc1cc(C(=O)N/N=C/c2ccc(-c3ccc(C)c(Cl)c3)o2)n[nH]1	11	-10	0.7	15	6	13	4	-11	-32

In the list so far, these contain a cyano group:
item	Compound	TNF death inh	Runt-CBFb FRET	PERK inhibitor	L929 necroptosis	EP2 antag	Hck-Nef inh	RBBP9 inh	Runt-SMMHC FRET	EP2 modulator
10	Cn1c(/C(C#N)=C2/CCCCCN2)nc2ccccc21	1.6	1	-1.1	-0.5	6	-5	-9	5	13
49	N#Cc1nc(-c2cccc3ccccc23)oc1NCCN1CCCCC1	-1.3	2	-1.3	5.5	8	10	-5	4	-60

Results in PERK inhibitor and Runt-SMMHC FRET, for 3 of the compounds above:
| No. | Structure | PERK inhibitor | Runt-SMMHC FRET |
| --- | --- | --- | --- |
| 51 | CCN1/C(=C/C=C/c2oc3ccc4ccccc4c3[n+]2CC)Oc2ccc3ccccc3c21 | -0.6 | 12 |
| 52 | COc1ccc(NC(=O)Cn2nc(C(F)(F)F)c3c2CCCC3)c(OC)c1 | -1.1 | -3 |
| 53 | O=C(NC1CCCC1)c1c[nH]c2ccc(F)cc2c1=O | 0.1 | 0 |

Values by screen from above.
Nos. 51 to 54 in EP2 modulator, in turn: -22, -2, -22, -32
